Source: PubChem
NFkB transloc pot = enhancers of NFkB p65 translocation in HUVEC – imaging, IL-1B stimulus, high-content imaging, primary screen | HUVEC IL-1B NFkB p65 nuclear translocation imaging | activation, % at 2 µM | 94,000 compounds, 0.3% hits | AID 819, 2007;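 active = activation above 40%, about the mean plus 3 SD, also judged a hit on visual image review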;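 also: percent activation is computed from the nuclear over cytoplasmic p65 intensity ratio; values of inactives mirror those of a sister screen read the other way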
MRP reversal = reversal of MRP1-mediated doxorubicin resistance, primary screen, H69AR cells, doxorubicin co-treatment; H69AR cells + 2 uM doxorubicin, CellTiter-Glo, 72 h; differential viability (reversal), % at 10 µM; 85,000 compounds, 0.04% hits; AID 602, 2007;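 active = viability drop by adding the cancer drug above about 55%, with treated viability meeting a 40% cutoff, limit read from the data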;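 also: viability without doxorubicin minus viability with 2 µM doxorubicin for each compound; larger differential means the compound sensitizes cells more to doxorubicin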
PLAP inhibitors HTS = PLAP enzyme inhibitors, biochemical, luminescence, HTS (AID 690); purified PLAP, luminescent substrate; higher % means a stronger effect; Alkaline phosphatase, placental type (Homo sapiens); 96,000 compounds, 0.08% hits; inhibition, % at 20 µM, or IC50 in µM where a hit was titrated; in the data active = a potency from the dose series; inactive = the rest, 99 in 100 with inhibition below about 30%; also: strong numbers were not always called active
Bcl-B TR3 displacers = displacers of TR3 peptide from Bcl-B, primary screen, selectivity assay for Bfl-1 inhibitor project, biochemical, fluorescence polarization. FP displacement of FITC-TR3 peptide from Bcl-B; higher % means a stronger effect. displacement, % at 20 µM, or IC50 in µM where a hit was titrated. 96,000 compounds, 0.11% hits. AID 748, 2007;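 active = displacement above 50% at 20 µM plus a fluorescence interference ratio under 1.5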;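 also: plate controls were wells without compound for no effect and wells lacking Bcl-B protein for full effect; a part of the inactive calls stands beside numbers as strong as those of hits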
NFkB transloc inh = inhibitors of IL-1B driven NFkB p65 nuclear import, primary screen, imaging, HUVEC, IL-1B stimulus, high-content imaging; HUVEC IL-1B NFkB p65 nuclear translocation imaging; inhibition, % at 2 µM; 94,000 compounds, 0.43% hits; AID 796, 2007;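 active = inhibition above about 30% together with a positive call from visual inspection of the well image, limit read from the data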;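 also: nuclear over cytoplasmic p65 intensity ratio measured by imaging; 0% = IL-1B stimulated DMSO wells and 100% = unstimulated DMSO wells; values of inactives mirror those of a sister screen read the other way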
MRP reversal cytotoxicity = also measured in MRP reversal; calls as there; viability, %; H69AR cells, CellTiter-Glo, 72 h; measured here: cytotoxicity without doxorubicin
MRP reversal with doxorubicin = further read-out of MRP reversal, marked with its call; viability, %; measured here: viability with 2 uM doxorubicin; stronger effect = lower value
NFkB transloc inh cell count 2 µM = further read-out of NFkB transloc inh, marked with its call; cell count; measured here: cells passing quality filter;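 raw number of nuclei counted in each imaged well without normalization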
NFkB transloc pot cell count 2 µM = also measured in NFkB transloc pot; calls as there; cell count; measured here: cells passing quality filter
Active calls of the source: *; · = not tested or not shown. Not all compounds are listed; rates above refer to the full screens.

SMILES	NFkB transloc pot	NFkB transloc pot cell count 2 µM	MRP reversal	MRP reversal cytotoxicity	MRP reversal with doxorubicin	PLAP inhibitors HTS	Bcl-B TR3 displacers	NFkB transloc inh	NFkB transloc inh cell count 2 µM
COc1ccc(OC)c(C(=O)c2coc3ccc(OCC(=O)O)cc23)c1	-7	131	-9	91	100	-1%	7%	7	131
COc1cccc(C2CC(c3ccccc3Cl)n3nc(N)nc3N2)c1 (stereo not drawn)	-6	73	-1	97	98	-75%	0%	6	73
COc1cc(-c2nnc(SCC(=O)c3ccc(C)cc3)o2)cc(OC)c1OC	-42	74	-15	65	80	-37%	6%	42*	74*
CC1=C(C#N)C(c2cccnc2)C2=C(CC(c3ccc(Cl)cc3)CC2=O)N1 (stereo not drawn)	10	97	21	102	81	-31%	-6%	-10	97
COc1ccc(OCc2nnc(SCC(N)=O)n2-c2ccccc2OC)cc1	3	82	-7	85	92	-18%	13%	-3	82
CC(C)CCn1c(=O)c2ccccc2n2c(CN(C)Cc3ccccc3)nnc12	-8	149	62*	86*	25*	-59%	-2%	8	149
O=C(COc1ccc(S(=O)(=O)NC2CCCC2)cc1)N1CCCCCC1	3	153	16	103	86	22%	-10%	-3	153
O=C(c1ccccn1)c1conc1C(=O)c1ccc(Br)cc1	-3	115	·	·	·	-8%	0%	3	115
Cc1ccc(-c2noc(CN(C(=O)Cc3ccccc3)C(C)C)n2)cc1	13	124	-2	65	67	-59%	2%	-13	124
COc1ccccc1NC(=O)c1ccc2nc(-c3ccccc3)c(-c3ccccc3)nc2c1	-3	68	·	·	·	-4%	3%	3	68
CCOc1ccc(OCC)c(NC(=O)CN(c2ccc(C)cc2)S(=O)(=O)c2c(C)noc2C)c1	-17	164	30	60	30	-50%	-8%	17	164
O=C(NCc1ccccc1)c1onc(CSc2ccc(F)cc2)c1C(=O)NCCCN1CCOCC1	-9	114	·	·	·	-37%	4%	9	114
Cc1cccc(C)c1NC(=O)Cn1nnc(-c2ccc(N3CCOCC3)cc2)n1	15	189	4	55	51	2%	-6%	-15	189
Cc1noc(NC(=O)c2ccccc2)c1C#N	-3	102	·	·	·	-7%	-4%	2	102
COc1ccc(C2=NOC3(CC(=O)N(c4ccc5ccccc5c4)C3=O)C2)c(OC)c1 (stereo not drawn)	20	187	·	·	·	8%	6%	-20	187
CON=C1CCN(c2ncc(C(F)(F)F)cc2Cl)CC1	6	51	·	·	·	0%	2%	-6	51
N#Cc1ccc(NC(=O)CN2C(=O)NC(Cc3ccccc3)C2=O)cc1 (stereo not drawn)	38	141	19	102	83	13%	-5%	-38	141
O=C(N/N=C/c1cc([N+](=O)[O-])ccc1Cl)c1ccc2nc[nH]c2c1	0	174	·	·	·	-2%	-6%	0	174
CC1=CCC2C(=O)N(c3nc(C)cc(C)n3)C(=O)C2C1 (stereo not drawn)	2	144	-18	89	106	3%	-12%	-2	144
CCOc1ccc(N2C(=O)c3cccnc3C2=O)cc1	·	·	7	95	88	1%	-8%	·	·
Cc1ccc(-c2nn(C)c(=O)c3ccccc23)cc1CN1CCOCC1	3	138	3	79	76	-23%	10%	-3	138
O=C(Nn1c(O)c(C=C2N=c3ccccc3=N2)sc1=S)c1ccccc1Cl	1	91	-9	85	94	-3%	9%	-1	91
COc1ccc2[nH]cc(C(=O)CN(C)CCc3ccc(OC)c(OC)c3)c2c1	14	130	·	·	·	-24%	2%	-14	130
O=C1NC(c2ccccc2)=NC1(NS(=O)(=O)c1ccccc1)C(F)(F)F (stereo not drawn)	-5	151	·	·	·	2%	-7%	-5	144
O=C(NCC(c1cccnc1)N1CCN(c2ccccc2F)CC1)c1ccco1 (stereo not drawn)	-7	174	10	91	80	12%	0%	7	174
Remaining list, next part
SMILES	NFkB transloc pot	NFkB transloc pot cell count 2 µM	MRP reversal	MRP reversal cytotoxicity	MRP reversal with doxorubicin	PLAP inhibitors HTS	Bcl-B TR3 displacers	NFkB transloc inh	NFkB transloc inh cell count 2 µM
CCOc1cc(C(=O)OCC(=O)NCc2ccco2)cc(OCC)c1OCC	-10	154	-3	71	74	-56%	33%	10	154
COC(=O)c1ccc(NC(=O)C2CCCO2)cc1 (stereo not drawn)	-11	72	3	100	97	-2%	-6%	11	72
Cc1ccsc1C(=O)N/N=C/C=C/c1ccccc1[N+](=O)[O-]	-10	151	·	·	·	-55%	1%	10	151
O=S(=O)(c1cccs1)N1CCN(CC(O)COc2cc(Cl)ccc2Cl)CC1 (stereo not drawn)	17	177	-2	75	77	11%	0%	-17	177
CCSc1nnc(NC(=O)c2ccccn2)s1	·	·	-24	18	42	-90%	2%	·	·
COc1ccc(OC)c2c(C)cc(NCCN3CCOCC3)nc12	-19	85	-12	94	105	-30%	2%	19	85
CCOc1cc(-c2nc3cc(C)ccn3c2NCC2CCCO2)ccc1O (stereo not drawn)	26	124	-1	82	83	3%	-4%	-26	124
CCN1C(=O)c2cccc3c(NC(=O)c4ccc(S(=O)(=O)N5CCOCC5)cc4)ccc1c23	-2	139	-5	67	73	-57%	-91%	2	139
C=CCNc1nc(N2CCOCC2)c(C#N)c2c1CN(C)CC2	-10	96	8	94	86	0%	-2%	10	96
COc1ccc(N=Cc2ccc(CNS(=O)(=O)c3ccc(Cl)cc3)o2)cc1	-12	120	·	·	·	-12%	0%	12	120
Nc1c(-c2ccccc2)cnc2ncnn12	-4	179	·	·	·	8%	4%	4	179
Cn1c(=O)[nH]c(=O)c2c1nc(N1CCOCC1)n2CCN1CCOCC1	-1	195	-1	90	91	-2%	-15%	1	195
CN(C(=O)COc1cc(=O)n(C)c2ccccc12)c1cccc(Cl)c1	3	167	1	89	88	-35%	1%	-3	167
COC(=O)C1=C(C(C)=O)C(c2ccc(C)cc2)n2nnnc2N1 (stereo not drawn)	8	40	0	100	100	1%	-10%	-8	40
COc1cc(OC)cc(-c2nnc(SCC(=O)NCc3cccs3)o2)c1	29	162	·	·	·	15%	1%	-29	162
COCCNC(=O)C(c1cccs1)N(C(=O)Cn1nnc2ccccc21)c1ccccc1 (stereo not drawn)	5	146	7	89	82	-10%	-5%	-5	146
CC(C)c1ccc(C2CC(=O)c3cnc(N4CCc5ccccc5C4)nc3C2)cc1 (stereo not drawn)	6	160	·	·	·	1%	0%	-6	160
c1ccc2nc(-c3nc4ccccc4o3)ccc2c1	·	·	-2	67	69	-8%	-7%	·	·
Cc1ccc(C)c(NC(=O)CCC(=O)NNC(=O)c2cccc([N+](=O)[O-])c2)c1	-5	118	·	·	·	-58%	1%	5	118
CCN(CC)S(=O)(=O)c1ccc(NC(=O)C2COc3ccccc3O2)cc1 (stereo not drawn)	·	·	4	82	78	1%	5%	·	·
Cc1ccccc1-c1nnn(CC(=O)c2ccc(S(=O)(=O)N3CCCC3)cc2)n1	-6	97	-17	49	66	8%	12%	6	97
COc1cccc(-c2cc(C(F)(F)F)n3nc(N)nc3n2)c1	35	99	6	82	76	15%	-8%	-34	99
O=C(c1ccco1)N1CCN(C(=O)C(c2ccccc2)c2ccccc2)CC1	-5	124	16	90	74	·	·	5	124
O=C(O)C1CC(c2cccc(Br)c2)=NO1 (stereo not drawn)	7	153	0	89	89	-2%	-1%	-7	153
O=C(C1CCCN(S(=O)(=O)c2ccc(F)cc2)C1)N1CCCC1 (stereo not drawn)	23	115	·	·	·	14%	8%	-22	115
Continued.
SMILES	NFkB transloc pot	NFkB transloc pot cell count 2 µM	MRP reversal	MRP reversal cytotoxicity	MRP reversal with doxorubicin	PLAP inhibitors HTS	Bcl-B TR3 displacers	NFkB transloc inh	NFkB transloc inh cell count 2 µM
CCc1ccccc1N(CC(=O)NCc1ccco1)C(=O)c1snc(C(N)=O)c1N	-4	178	-12	78	90	-26%	17%	4	178
Cc1ccc(-n2c(SCC(=O)OC(C)C)nnc2-c2ccncc2)cc1	-19	119	5	96	90	·	·	19	119
Cc1ccc(C2(C)NC(=O)N(CC(=O)Nc3ccc4c(c3)OCO4)C2=O)cc1 (stereo not drawn)	·	·	4	98	94	-9%	-12%	·	·
CC1=C(C(=O)Nc2ccccc2)C(c2ccco2)NC(=S)N1 (stereo not drawn)	3	110	·	·	·	-1%	-7%	-3	110
Cc1cccc(-c2nc3c(c(SCC(=O)N(C)C)n2)CCCC3)c1	22	115	-13	62	75	·	·	-22	115
O=C(O)CCc1nc2ccccc2n(CCc2ccccc2)c1=O	2	171	19	105	86	-41%	5%	-2	171
S=c1[nH]nc(-c2ccccc2)o1	5	159	-8	93	101	4%	-17%	-5	159
CCC(C)(C(=O)NC1CCCCC1)N(C(=O)c1ccccn1)c1ccccc1 (stereo not drawn)	31	171	-4	90	94	-56%	0%	-31	171
CCOC(=O)C1=C(C)OC(N)=C(C#N)C1c1ccsc1 (stereo not drawn)	-1	153	-12	87	98	11%	13%	2	153
CCCC(C)NC(=O)c1ccc(F)cc1 (stereo not drawn)	11	180	9	110	102	-17%	8%	-11	180
CCN1CCN(C(=O)c2ccccc2N(Cc2ccccc2)S(C)(=O)=O)CC1	·	·	8	95	87	-13%	-5%	·	·
CC(C)C(NC(=O)C1CCCCC1)C(=O)N1CCN(c2ccc(F)cc2)CC1 (stereo not drawn)	21	115	11	81	70	-15%	4%	-21	115
OCCn1c(C(F)(F)F)nc2ccccc21	12	132	8	97	89	·	·	-12	132
CCC(C)c1ccc(NC(=O)CC(C)=O)cc1 (stereo not drawn)	7	93	-7	91	98	-58%	-6%	-6	93
CC(=O)Nc1ccc(S(=O)(=O)NC2(C(F)(F)F)C(=O)Nc3c2c(=O)n(C)c(=O)n3C)cc1 (stereo not drawn)	23	68	-8	106	113	9%	-2%	-23	68
Cc1cc(C)c(C#N)c(OCC(=O)c2ccc(Br)cc2)n1	-3	170	-5	85	90	12%	-7%	3	170
O=S(=O)(N/N=C\C=C\c1ccccc1)c1ccc(Cl)cc1	12	88	·	·	·	-17%	-9%	-12	88
Cn1c(C(=O)N2CCCc3ccccc32)cc2c(=O)n3ccccc3nc21	·	·	17	82	65	-29%	-7%	·	·
CCOC(=O)c1cc(C)sc1N1C(=O)C2C3C=CC(C3)C2C1=O (stereo not drawn)	-1	55	7	100	93	14%	-9%	1	55
COc1ccc(/C(O)=C/C(=O)C(=O)NNC(=O)C(O)(c2ccccc2)c2ccccc2)cc1	5	161	-9	83	92	-9%	7%	-5	161
Cc1cccc(CN2C(=O)CCSc3ccc(Cl)cc32)c1	5	112	·	·	·	-9%	-2%	-5	112
CN1OC(COC(=O)c2ccccc2)CC1c1ccccc1 (stereo not drawn)	11	118	·	·	·	0%	1%	-11	118
Oc1ccc(CNCC2COc3ccccc3O2)cc1 (stereo not drawn)	-13	104	·	·	·	-14%	-4%	13	104
CN(C)c1nc(OCCNC(=O)COc2ccc(Cl)cc2Cl)nc(N(C)C)n1	12	171	1	80	79	13%	7%	-12	171
CCOCCCNS(=O)(=O)c1cc(Br)cc2c1N(C(=O)C1CC1)CC2	·	·	9	87	78	-5%	-3%	·	·

In the list so far, six have a thiophene ring, fused or not:
SMILES	NFkB transloc pot	NFkB transloc pot cell count 2 µM	MRP reversal	MRP reversal cytotoxicity	MRP reversal with doxorubicin	PLAP inhibitors HTS	Bcl-B TR3 displacers	NFkB transloc inh	NFkB transloc inh cell count 2 µM
Cc1ccsc1C(=O)N/N=C/C=C/c1ccccc1[N+](=O)[O-]	-10	151	·	·	·	-55%	1%	10	151
O=S(=O)(c1cccs1)N1CCN(CC(O)COc2cc(Cl)ccc2Cl)CC1 (stereo not drawn)	17	177	-2	75	77	11%	0%	-17	177
COc1cc(OC)cc(-c2nnc(SCC(=O)NCc3cccs3)o2)c1	29	162	·	·	·	15%	1%	-29	162
COCCNC(=O)C(c1cccs1)N(C(=O)Cn1nnc2ccccc21)c1ccccc1 (stereo not drawn)	5	146	7	89	82	-10%	-5%	-5	146
CCOC(=O)C1=C(C)OC(N)=C(C#N)C1c1ccsc1 (stereo not drawn)	-1	153	-12	87	98	11%	13%	2	153
CCOC(=O)c1cc(C)sc1N1C(=O)C2C3C=CC(C3)C2C1=O (stereo not drawn)	-1	55	7	100	93	14%	-9%	1	55
